Source: PubChem (several laboratories)
TRPC6 inh – mouse TRPC6 channel inhibition | Q61143 | HEK293-TRPC6, membrane potential dye, ACh-evoked depolarization; hits give low values | B-score at 10 µM | actives 1.1% (n = 310,000) | AID 2553;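 active = B-score under library mean minus 3 SD, initial fluorescence not abnormally high, positive integrated signal ratio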;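 note: B-score derived from integrated fluorescence ratio over the kinetic read; more negative B-score means stronger inhibition of depolarization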
Target sequence (Q61143 whole entry, looked up): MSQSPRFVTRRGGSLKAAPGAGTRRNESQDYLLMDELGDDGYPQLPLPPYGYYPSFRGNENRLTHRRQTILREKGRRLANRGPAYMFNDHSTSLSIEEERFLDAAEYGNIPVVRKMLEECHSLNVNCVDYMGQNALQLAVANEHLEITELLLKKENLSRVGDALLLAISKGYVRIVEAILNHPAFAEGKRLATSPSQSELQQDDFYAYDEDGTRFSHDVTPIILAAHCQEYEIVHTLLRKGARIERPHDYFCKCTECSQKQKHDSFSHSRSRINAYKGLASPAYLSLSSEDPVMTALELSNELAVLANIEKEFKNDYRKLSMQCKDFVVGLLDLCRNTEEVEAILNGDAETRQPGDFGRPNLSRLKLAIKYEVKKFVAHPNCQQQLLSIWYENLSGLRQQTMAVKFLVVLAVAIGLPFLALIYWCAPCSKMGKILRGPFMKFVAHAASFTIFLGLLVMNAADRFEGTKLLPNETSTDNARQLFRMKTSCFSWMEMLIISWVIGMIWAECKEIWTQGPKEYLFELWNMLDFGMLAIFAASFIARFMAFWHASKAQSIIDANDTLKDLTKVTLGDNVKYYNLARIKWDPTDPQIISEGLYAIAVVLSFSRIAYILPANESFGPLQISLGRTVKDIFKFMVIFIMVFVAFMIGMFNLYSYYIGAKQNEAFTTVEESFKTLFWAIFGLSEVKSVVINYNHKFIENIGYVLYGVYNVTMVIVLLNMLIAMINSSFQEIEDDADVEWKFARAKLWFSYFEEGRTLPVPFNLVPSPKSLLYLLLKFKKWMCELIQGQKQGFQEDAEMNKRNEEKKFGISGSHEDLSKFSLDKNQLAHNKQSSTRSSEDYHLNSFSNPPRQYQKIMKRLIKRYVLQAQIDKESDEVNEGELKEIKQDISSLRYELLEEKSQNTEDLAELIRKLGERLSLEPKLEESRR
TRPC4 block – inhibitors of mouse TRPC4 channel; Q9QUQ5; HEK293 TRPC4beta/mu-opioid, DAMGO-evoked Fluo4 calcium flux; hits give low values; B-score at 10 µM; actives 0.39% (n = 300,000); AID 2247;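 active = B-score over 3 SD under the library average, no early fluorescence shift, positive overall ratio signal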
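Assay system – HEK293 line stably carrying TRPC4beta and mu-opioid receptor · Doses – single dose · Detection – Fluo4 calcium-dye fluorescence, kinetic read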
Platelet DG rel – modulates dense granule release in human platelets; AID 1663; human platelet-rich plasma, SFLLRN dense granule ATP release, luminescence; actives 0.22% (n = 300,000); inhibition, %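 (compounds screened at 7.5 µM in platelet-rich plasma)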;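 active = mean replicate score, as percent of positive control, at or above 50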
RGS4 inh – inhibitors of human RGS4 | P49798 | HEK293 M3R/RGS4 inducible, Fluo-4 calcium flux; hits give high values; triggered by carbachol at its EC20 | B-score at 10 µM | actives 0.45% (n = 310,000);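 active = B-score, a plate-corrected calcium signal, over three deviations above library mean, with baseline fluorescence within five deviations of library mean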;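 note: RGS4 expression induced by doxycycline in cells with stable M3 receptor; B-score is computed from the integrated fluorescence ratio over baseline after carbachol; higher B-score means a larger calcium signal and so more RGS4 inhibition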
RGS4 act – potentiators or activators of RGS4 | HEK293 M3R/inducible RGS4, carbachol calcium flux Fluo4; hits give low values | B-score at 10 µM | AID 463111 | actives 0.92% (n = 310,000);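 active = B-score of the integrated calcium signal more than 4 SD below the library mean, with starting fluorescence not abnormally high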;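 note: negative B-score means reduced calcium response which marks RGS4 activation or potentiation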
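Also added: carbachol at ECmax as muscarinic agonist stimulus; Assay system: HEK293 cells with stable M3R and inducible RGS4; Timing: overnight RGS4 induction, 30 min dye load 37 °C, 20 min compound RT; Measured by: Fluo4-AM (2 µM) calcium-flux fluorescence, kinetic read.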
TRPC6 activator – activates the mouse TRPC6 cation channel; Q61143; HEK293-TRPC6 membrane potential dye fluorescence; hits give high values; B-score at 10 µM; actives 0.13% (n = 310,000);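 active = B-score of the integrated fluorescence ratio above library mean plus 3 SD, and starting fluorescence ratio within library mean plus 5 SD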;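 note: higher score means more depolarization so channel activation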
MrgX1 ag – human MrgX1 receptor agonism, primary screen. Q96LB2. MrgX1-HEK293 cells, Fluo-4 calcium fluorescence, agonist mode; hits give high values. B-score at 10 µM. actives 0.44% (n = 310,000);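 active = calcium response B-score plate-corrected fluorescence ratio at least 3 library SD, with starting fluorescence B-score inside 5 SD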
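Material – MrgX1-expressing HEK293 cells · Input – 15,000 cells seeded per well · Dosing – compound as first of three additions · Times – overnight seeding, then 1 h dark dye loading · Measured by – kinetic Fluo-4 NW fluorescence of intracellular calcium · Read-out – B-scored fluorescence response ratio · Benchmarks – positive and negative control wells on each plate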
SKKanGAS inh – inhibitors of SKKanGAS S. pyogenes growth in kanamycin (SK-promoter or general growth effect) | BacTiter-Glo, 6 h | inhibition, % at 7.5 µM | actives 1.3% (n = 300,000) | AID 1662;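 active = mean replicate score, as percent of positive control median, at least 50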;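 note: strain carries kanamycin resistance gene driven by streptokinase promoter and grows in 40 µg/ml kanamycin; loss of luminescence reflects streptokinase promoter inhibition or plain growth inhibition; 0% = median of DMSO wells and 100% = positive control at its reference dose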
HIF act – HIF pathway transcriptional activation | U2OS HRE-luciferase reporter, luminescence; normalized: DMSO 0%, desferrioxamine 100% | AID 1910 | activation, % at 7.5 µM (by protocol) | actives 0.32% (n = 300,000);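 active = mean activation of at least 10% of the iron chelator positive control signal, with at least half of replicates also reaching 10%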
MrgX1 antagonist – human MrgX1 receptor antagonism, primary screen | Q96LB2 | MRGX1-HEK293 calcium flux, Fluo-4, BAM8-22 antagonism; hits give low values | B-score at 10 µM | actives 1.3% (n = 310,000);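 active = calcium-response B-score plate-corrected more than 3 library SD below zero, starting fluorescence within 5 deviations, no agonist response on first addition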;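 note: peak minus trough fluorescence over baseline after final BAM8-22 challenge near maximal dose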
MrgX1 PAM – allosterically activates human MrgX1 receptor signaling; Q96LB2; MrgX1-HEK293, Fluo-4 calcium flux, FDSS; hits give high values; B-score at 10 µM; actives 0.63% (n = 310,000);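 active = plate-corrected calcium response at least 3 library SD above typical, normal starting fluorescence, not activating the receptor alone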;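 note: compound read alongside a low EC10 to EC30 dose of BAM8-22 agonist; peak minus trough fluorescence over baseline measured at the second addition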
* marks the source's active call; other numbers are inactive results; i = inactive; x = not tested or not shown.

SMILES	TRPC6 inh	TRPC4 block	Platelet DG rel	RGS4 inh	RGS4 act	TRPC6 activator	MrgX1 ag	SKKanGAS inh	HIF act	MrgX1 antagonist	MrgX1 PAM
CC(=O)Nc1c(C)ccc(CNC(=O)COc2ccc(F)cc2)c1C	i	i	-1	i	i	i	i	-17	-0.1	i	i
O=S(=O)(Nc1nc2ccccc2nc1Nc1ccc2c(c1)OCO2)c1ccccc1	i	i	-1	i	i	i	i	23	0.4	i	i
CCC(C)(C)NC(=O)c1cc(OC)c(OC)cc1[N+](=O)[O-]	i	i	9	i	i	i	i	4	0.2	i	i
CN1/C(=C/C=N/n2cnnc2)C(C)(C)c2ccccc21	i	i	3	i	i	i	i	-7	-0.2	i	i
Cc1cc(Nc2cccc(O)c2)c2ccccc2n1	i	-5*	2	i	i	i	i	-3	0.4	i	i
COc1ccc(C(c2c[nH]c3ccccc23)c2c[nH]c3ccccc23)cc1O	i	i	5	i	i	i	i	28	x	i	i
CCCCN1C(=O)NC(NS(=O)(=O)c2ccc(N)cc2)(C(F)(F)F)C1=O (configuration not stated)	i	i	1	i	i	i	i	-3	0.1	i	i
COc1ccc(-n2cc(CN(C)CCO)c(-c3cccc(F)c3)n2)cc1	i	i	6	i	i	i	i	0	0.2	i	i
Cc1nn(-c2ccccc2)c2nc(N)c(C#N)c(-c3ccc(C(C)(C)C)cc3)c12	i	i	-6	i	i	i	i	42	-0.2	i	i
Cc1ccc2oc(=O)n(CCOc3ccccc3C)c2c1	i	i	-2	i	i	i	i	10	-0.7	i	i
COc1ccc(S(N)(=O)=O)cc1C(=O)OCCCOC(=O)c1cc(S(N)(=O)=O)ccc1OC	i	i	1	i	i	i	i	3	-1.3	i	i
COc1ccc(NC(=O)CN2C(=O)/C(=C3\SC(=S)N(C4CCS(=O)(=O)C4)C3=O)c3ccccc32)cc1 (configuration not stated)	i	i	2	i	i	i	i	-2	0.0	i	11*
CN(C)C(=O)COc1ccc2cc(-c3ccccc3)c(=O)oc2c1	i	i	-5	i	i	i	i	-6	2.2	i	i
O=C1CC(c2ccc(F)cc2)CC(O)=C1C=NCCN1CCN(C(=O)Nc2ccccc2)CC1 (configuration not stated)	i	i	-5	i	i	i	i	-3	0.9	i	i
O=c1[nH]c2ccc(NC(=S)Nc3ccc(Cl)cc3Cl)cc2[nH]1	i	i	-1	i	i	i	i	-9	0.0	i	i
Cc1ccsc1C(=O)N1CCCC(N2CCN(c3cccc(Cl)c3)CC2)C1 (configuration not stated)	i	i	0	i	i	i	i	-3	0.0	i	i
CCOC(=O)N1CCN(C(=O)CSc2nnc(-c3cc(OC)cc(OC)c3)o2)CC1	i	i	14	i	i	i	i	-3	-0.8	i	i
CCN(CC)CCNC(=O)C(=O)Nc1cc2c3c(c1)CC(=O)N3CCC2	i	i	18	i	i	i	i	5	-0.5	i	i
CN(CC(=O)Nc1cccc(F)c1)C(=O)CCc1nc2sc3c(c2c(=O)[nH]1)CCCC3	i	i	1	i	i	i	i	-2	-0.1	i	i
O=C(CSc1ccc2ccccc2n1)N/N=C/c1ccccc1O	i	i	-6	i	i	i	i	95*	-0.2	i	i
N/C(=N\OC(=O)CC1CCCCC1)c1ccc(Cl)cc1	i	i	-3	i	i	i	i	4	0.9	i	i
Cc1oc2c(CN3CCCC3)c(O)ccc2c(=O)c1Oc1ccccc1Br	i	i	-9	i	i	i	i	-3	-0.2	i	i
NC(=O)NCc1cccs1	i	i	-1	i	i	i	i	-4	-0.2	i	i
CC(=O)c1c(C)oc2ccc(NS(=O)(=O)c3cccs3)cc12	i	i	-2	i	i	i	i	5	-0.2	i	i
COc1cc(/C=C/c2cc(OC(C)=O)c3ccccc3n2)c(OC(C)=O)c([N+](=O)[O-])c1	i	i	5	i	i	i	i	14	0.1	i	i
CC(=O)c1ccccc1NC(=O)COC(=O)CSCC(=O)Nc1cc(C)on1	i	i	8	i	i	i	i	-4	0.1	i	i
COC(=O)c1ccc(COC(=O)c2cnc(Cl)c(Cl)c2)cc1	i	i	4	i	i	i	i	-6	0.4	i	i
COc1ccc2c(C)nc(Nc3nc(-c4ccccc4)cc(=O)[nH]3)nc2c1	i	i	-2	i	i	i	i	74*	1.4	i	i
Cc1nc(SCC(=O)N2CCOCC2)c2ccsc2n1	i	i	2	i	i	i	i	-3	0.7	i	i
O=C(N=Nc1c(O)[nH]c2ccc(Br)cc12)c1ccccc1-n1cccc1	i	i	-2	i	i	i	i	7	x	i	i
COc1ccc(OC)c(NC(=O)CCC(=O)Nc2nnc(C(C)C)s2)c1	i	i	0	i	i	i	i	-5	-0.1	i	i
O=C(Nc1cc(C(F)(F)F)ccc1-n1cncn1)c1ccc([N+](=O)[O-])o1	i	i	5	i	i	i	i	41	1.3	i	i
Cc1nn(-c2ccc(Cl)c(Cl)c2)c(=O)c2ccccc12	i	i	1	i	i	i	i	2	0.9	i	i
O=C(O)[C@@H]1CSC2c3ccccc3C(=O)N21 (some centres not stated)	i	i	1	i	i	i	i	0	-18	i	i
Cc1ccc(CCSc2ccc(C(C)C)cc2)cn1	i	i	-13	i	i	i	i	-10	0.3	i	i
COc1ccccc1C(=O)COC(=O)CNS(=O)(=O)c1ccc(C)cc1	i	i	2	i	i	i	i	-6	0.0	i	i
O=C(CSc1ccc(-c2ccc(F)cc2)nn1)NCCc1ccccc1	i	i	6	i	i	i	i	-9	-0.6	i	i
COc1cccc(N2CC(C(=O)NC3CCCCC3)CC2=O)c1 (configuration not stated)	i	i	-2	i	i	i	i	0	-0.1	i	i
S=C(Nc1ccccc1)c1nc2ccccc2s1	i	i	2	i	i	i	i	6	1.6	i	i
Cc1ccc2[nH]c3c(c2c1)CN(C(=O)CN1CCN(c2ccccc2F)CC1)CC3	i	i	-11	i	i	i	x	-8	0.9	x	x
CC[C@H](C)C(C(=O)N1CCN(C(=O)OC(C)(C)C)CC1)n1cc(C(Cc2ccc(O)cc2)NC(=O)OC(C)(C)C)nn1 (some centres not stated)	i	i	-5	i	i	i	i	4	0.5	i	i
O=C(c1ccc2c(c1)OCCO2)N(c1ccccn1)C1CCCCC1	i	i	-15	i	i	i	i	6	0.0	i	i
Cc1cc(Cl)cc(C)c1OCCOCCNCc1ccccc1	i	i	4	i	i	i	i	1	-0.6	i	i
O=C(CN1CCN(S(=O)(=O)N2CCOCC2)CC1)Nc1cc(Cl)ccc1Cl	i	i	6	i	i	i	i	1	0.1	i	i
COc1ccc(S(=O)(=O)NNC(=O)c2csc(-n3nc(C)cc3C(F)(F)F)n2)cc1OC	i	i	3	i	i	i	i	0	-0.2	i	i
CCOc1cc(/C=N/NC(=O)c2cc3c(ccc4ccccc43)o2)ccc1O	i	i	x	i	i	i	i	x	x	i	i
Cc1cc(O)c(C(=O)/C=C/c2cccc([N+](=O)[O-])c2)c(=O)o1	i	i	4	4.7*	i	i	i	8	0.1	i	i
CN1CCN(C(=O)c2sc(=S)n(-c3ccccc3)c2N)CC1	i	i	2	i	i	i	i	-9	0.0	i	i
Cc1ccc(-n2ncc(C#N)c2/N=C/N2CCCCCC2)cc1	i	i	1	i	i	i	i	8	-26	i	i
C=CCOc1ccc(NC(=O)C(=O)NCCCn2ccnc2)cc1	i	i	-1	i	i	i	i	-3	-0.2	i	i

Later entries
SMILES	TRPC6 inh	TRPC4 block	Platelet DG rel	RGS4 inh	RGS4 act	TRPC6 activator	MrgX1 ag	SKKanGAS inh	HIF act	MrgX1 antagonist	MrgX1 PAM
Clc1ccccc1-c1nc2ccccc2[nH]1	i	i	15	i	i	i	i	6	2.5	i	i
CCCOC(=O)c1ccc(NC(=O)c2ccccc2[N+](=O)[O-])cc1	i	i	-2	i	i	i	i	5	1.5	i	i
CN1C(=O)/C(=N/OC(=O)c2ccccc2)c2ccccc21	i	i	-8	i	i	i	i	5	0.1	i	i
CCn1c(SCC(=O)N2CC(=O)Nc3ccccc32)nnc1-c1ccoc1C	i	i	5	i	i	i	i	9	0.9	i	i
CCn1nnc(NC(=O)c2cc3ccccc3o2)n1	i	i	1	i	i	i	i	-9	1.5	i	i
CC(=O)c1ccc(NC(=S)NC2CCCC(C)C2C)cc1 (configuration not stated)	i	i	13	i	i	i	i	-11	-0.4	i	i
CCOC(=O)c1sc2c(c1C)C(c1cccs1)C1=C(CCCC1=O)N2 (configuration not stated)	i	i	1	i	i	i	i	8	-0.3	i	i
C#Cc1ccc([C@@H]2C=C(C(=O)N3CCOCC3)O[C@H](OCCCCO)C2)cc1	i	i	0	i	i	i	i	2	1.1	i	i
CCOC(=O)N1CCC2(CC1)NCCc1c2[nH]c2ccccc12	i	i	9	i	i	i	i	14	-0.2	i	i
O=C(CNc1ccc(Br)cc1)c1ccc(O)cc1	i	-8*	-1	9.6*	i	i	i	6	0.7	i	i
CC(Sc1nnc2ccccn12)C(=O)Nc1ccc(Cl)cn1 (configuration not stated)	i	i	11	i	i	i	i	-7	-0.1	i	i
CN1CCc2c(sc3c2C(=O)NC(c2cccc(OC(=O)c4cccs4)c2)N3)C1 (configuration not stated)	i	i	3	i	i	i	i	9	1.4	i	i
COc1ccc(C(=O)NC2CCSC2=O)cc1 (configuration not stated)	i	i	-9	i	i	i	i	-10	-0.1	i	i
O=C(COc1ccccc1[N+](=O)[O-])N/N=C/c1ccc(O)cc1	i	i	-18	i	i	i	i	-8	0.9	i	i
Cc1ccc(C(=O)NC2CC3CCCC(C2)N3C(=O)NC2CCCCC2)cc1 (configuration not stated)	i	i	2	i	i	i	x	-1	-0.3	x	x

Three entries from above, ordered by length of the SMILES, largest number first.
SMILES	TRPC6 inh	TRPC4 block	Platelet DG rel	RGS4 inh	RGS4 act	TRPC6 activator	MrgX1 ag	SKKanGAS inh	HIF act	MrgX1 antagonist	MrgX1 PAM
CN1CCc2c(sc3c2C(=O)NC(c2cccc(OC(=O)c4cccs4)c2)N3)C1 (configuration not stated)	i	i	3	i	i	i	i	9	1.4	i	i
O=C(COc1ccccc1[N+](=O)[O-])N/N=C/c1ccc(O)cc1	i	i	-18	i	i	i	i	-8	0.9	i	i
O=C(CNc1ccc(Br)cc1)c1ccc(O)cc1	i	-8*	-1	9.6*	i	i	i	6	0.7	i	i
